Bfl-1 Bim block – disrupts Bim binding to human Bfl-1; Q16548; Bead-based flow cytometry, Bim-Bfl-1 binding inhibition; inhibition, % at 10 µM; 0.12% of 190,000 active; AID 1008;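 further: 0% = wells without compound plus tracer and 100% = blocker peptide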
Bim-Bcl-B – disrupts Bim peptide binding to human Bcl-B | bead-based flow cytometry | inhibition, % at 10 µM | 0.073% of 190,000 active;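 further: 0% = tracer peptide without compound and 100% = reference inhibitor peptide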
Target sequence (Q9HD36 whole entry, looked up): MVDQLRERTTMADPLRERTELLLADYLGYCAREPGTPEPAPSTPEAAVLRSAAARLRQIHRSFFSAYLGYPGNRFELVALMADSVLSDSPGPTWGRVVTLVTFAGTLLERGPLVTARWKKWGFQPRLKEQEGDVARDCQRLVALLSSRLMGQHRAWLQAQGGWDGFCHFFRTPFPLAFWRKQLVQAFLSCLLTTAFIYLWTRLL
Rac1 wt GTP bind – human Rac1 wildtype GTP binding, inhibitors and activators. GST-Rac1 beads, fluorescent GTP binding, flow cytometry; actives lie on both sides; 0 = cold GTP competed, 100 = untreated. 0.27% of 190,000 active. P63000. GTP binding activity (% of control), % at 10 µM. AID 757;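 active means GTP binding activity at least 20 points away from the 100% control level, either lower or higher; inconclusive means compound flagged as likely green fluorescent, judged across all proteins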
HRas wt GTP – modulators of GTP binding to human HRas wildtype; 0.14% of 190,000 active; GTP binding activity, % at 10 µM; P01112; GST-Ras wt beads, Bodipy-FL-GTP binding, flow cytometry; actives lie on both sides;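 active means GTP binding activity at least 20% away from the 100% baseline, either lowered as inhibitor or raised as activator; inconclusive means flagged as likely green fluorescent, judged across all proteins in the well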;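 further: 0% = unlabeled GTP competition control and 100% = no-compound control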
Bim-Bcl-2 – disrupts Bim peptide binding to human Bcl-2. inhibition, % at 10 µM. 0.06% of 190,000 active. Bead-based flow cytometry, Bim peptide-Bcl-2 binding. P10415; in the data active means inhibition above about 40%; inconclusive means no clear call, values can overlap the other calls;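 further: 0% = no compound wells with probe peptide and 100% = reference peptide inhibitor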
Bim-Bcl-XL – human Bim-Bcl-XL interaction inhibition; Q07817; Bim peptide-Bcl-XL binding, bead flow cytometry, fluorescence; inhibition, % at 10 µM; 0.04% of 190,000 active; AID 1007
Target sequence (Q07817 whole entry, looked up): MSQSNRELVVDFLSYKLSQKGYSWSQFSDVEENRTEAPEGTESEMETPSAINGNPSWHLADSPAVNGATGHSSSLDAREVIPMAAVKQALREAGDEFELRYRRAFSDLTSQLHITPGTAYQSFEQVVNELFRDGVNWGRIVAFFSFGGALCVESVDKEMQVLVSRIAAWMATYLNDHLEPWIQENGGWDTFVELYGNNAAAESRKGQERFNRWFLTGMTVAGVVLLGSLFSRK
Bcl-W Bim block – disrupts Bim peptide binding to human Bcl-W. AID 952. 0.02% of 190,000 active. inhibition, % at 10 µM. bead-based flow cytometry;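 further: 0% = bound tracer without compound and 100% = peptide blocker; higher means less fluorescent Bim peptide bound to Bcl-W beads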
Target sequence (Q92843 whole entry, looked up): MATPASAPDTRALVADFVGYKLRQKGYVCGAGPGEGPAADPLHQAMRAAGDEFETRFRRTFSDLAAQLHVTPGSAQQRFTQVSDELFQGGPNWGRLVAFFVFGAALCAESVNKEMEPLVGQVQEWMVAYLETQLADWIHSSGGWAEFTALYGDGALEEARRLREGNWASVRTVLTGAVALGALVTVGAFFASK
Rab2A wt mod – changes GTP binding to wildtype dog Rab2A, up or down; GST-Rab2 wt beads, Bodipy-GTP binding, flow cytometry; 0.19% of 190,000 active; GTP binding activity, % at 10 µM; AID 760;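 active means GTP binding activity at least 20 points away from 100%, either lowered or raised; inconclusive means signal likely due to the compound's own green fluorescence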;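 further: 0% = beads with excess unlabeled GTP and 100% = no-compound control corrected for plate trend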
Rab7 wt GTP bind – dog Rab7 wildtype GTP binding, inhibitors and activators | GST-Rab7 beads, fluorescent GTP binding, flow cytometry; actives lie on both sides; untreated = 100%, excess cold GTP = 0% | GTP binding activity (percent of control), % at 10 µM | 0.055% of 190,000 active;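 active means fluorescent GTP binding to Rab7 beads changed by at least 20 points from the 100% baseline, either direction, mostly lower; inconclusive means compound itself probably fluorescent, or too few beads counted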;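 further: median green fluorescence of bound Bodipy-FL-GTP per Rab7 bead population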
Cdc42 wt GTP – human Cdc42 wildtype GTP binding change, either direction; P60953; GST-Cdc42 beads, Bodipy-GTP binding, flow cytometry; actives lie on both sides; 0.2% of 190,000 active; AID 761; percent activity (GTP binding), % at 10 µM;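 active means percent activity GTP binding at least 20 points away from the 100% baseline, either down as inhibitor or up as activator; inconclusive means compound flagged as likely green fluorescent from well-wide comparison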;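 further: median bead fluorescence of bound Bodipy-FL-GTP at 100 nM; 0% = excess unlabeled GTP control and 100% = no compound control; below 100% means less GTP binding so inhibitor and above means activator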
Rac1 mut GTP – alters GTP binding to activated mutant human Rac1; 0.11% of 190,000 active; GST-Rac1 activated beads, fluorescent GTP binding, flow cytometry; actives lie on both sides; 100% means binding = to untreated wells; percent activity (GTP binding), % at 10 µM;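 active means GTP binding at least 20 percentage points away from the 100% baseline, in either direction, so actives lie on both sides; inconclusive means Compound likely fluorescent itself, or too few beads counted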
* = called active by the depositor; ? = inconclusive. Unless noted, no stated cut-off is given here; in the data, active means inhibition above about 40%.

Keys – A = Bfl-1 Bim block; B = Bim-Bcl-B; C = Rac1 wt GTP bind; D = HRas wt GTP; E = Bim-Bcl-2; F = Bim-Bcl-XL; G = Bcl-W Bim block; H = Rab2A wt mod; I = Rab7 wt GTP bind; J = Cdc42 wt GTP; K = Rac1 mut GTP
> CC(=O)Nc1ccc(NC2(C)C(=O)c3ccccc3C2=O)cc1
  A: -2.0 | B: -1.0 | C: 102.0 | D: 100.0 | E: -1.0 | F: -1.0 | G: -1.0 | H: 98.0 | I: 100.0 | J: 104.0 | K: 94.0

> CCn1c(=NC(=O)CSC(C)=O)sc2cc(F)ccc21
  A: 0.0 | B: 0.0 | C: 103.0 | D: 100.0 | E: 0.0 | F: -2.0 | G: 0.0 | H: 101.0 | I: 99.0 | J: 101.0 | K: 100.0

> COCCCNC(=O)c1c[nH]c2ccc(S(=O)(=O)N3CCC(C)CC3)cc2c1=O
  A: 2.0 | B: 2.0 | C: 97.0 | D: 94.0 | E: 0.0 | F: -6.0 | G: -1.0 | H: 95.0 | I: 98.0 | J: 95.0 | K: 94.0

> O=S(=O)(NCCC(c1ccc(F)cc1)c1ccco1)c1ccccc1 (stereo not given)
  A: -14.0 | B: -12.0 | C: 103.0 | D: 101.0 | E: -2.0 | F: -5.0 | G: -2.0 | H: 99.0 | I: 100.0 | J: 98.0 | K: 98.0

> O=C(OCCN1CCOCC1)c1cccs1
  A: -20.0 | B: -11.0 | C: 106.0 | D: 104.0 | E: -9.0 | F: -8.0 | G: -2.0 | H: 106.0 | I: 106.0 | J: 101.0 | K: 101.0

> O=C(CN1C(=O)C2CCCCC2C1=O)OCC(=O)c1ccc(Cl)s1 (stereo not given)
  A: -3.0 | B: -2.0 | C: 101.0 | D: 97.0 | E: -1.0 | F: -1.0 | G: 0.0 | H: 98.0 | I: 93.0 | J: 100.0 | K: 96.0

> c1cc2c(cc1-n1cnnn1)OCO2
  A: -5.0 | B: -5.0 | C: 98.0 | D: 97.0 | E: -2.0 | F: -4.0 | G: -3.0 | H: 100.0 | I: 106.0 | J: 94.0 | K: 96.0

> CCc1nnc(NC(=O)C(=O)NCCOC(=O)c2ccccc2)s1
  A: -12.0 | B: -2.0 | C: 106.0 | D: 105.0 | E: -1.0 | F: -4.0 | G: 3.0 | H: 103.0 | I: 104.0 | J: 106.0 | K: 102.0

> O=C(Cn1cnc2ccccc2c1=O)Nc1nnc(SCc2ccccc2)s1
  A: -1.0 | B: 0.0 | C: 98.0 | D: 102.0 | E: 0.0 | F: 0.0 | G: -1.0 | H: 103.0 | I: 105.0 | J: 100.0 | K: 98.0

> COc1ccc(C)cc1NC(=O)C(OC(=O)CNC(=O)c1cccc(F)c1)c1ccccc1 (stereo not given)
  A: -10.0 | B: -8.0 | C: 102.0 | D: 99.0 | E: -8.0 | F: -7.0 | G: -1.0 | H: 100.0 | I: 97.0 | J: 97.0 | K: 100.0

> Cc1c(C)n(C(=O)CN2CCN(c3ccccc3)CC2)c2ccccc12
  A: -19.0 | B: -12.0 | C: 101.0 | D: 99.0 | E: -12.0 | F: -9.0 | G: -4.0 | H: 99.0 | I: 99.0 | J: 98.0 | K: 95.0

> CSc1ncccc1C(=O)OCc1ccc(Br)cc1
  A: -7.0 | B: 0.0 | C: 97.0 | D: 96.0 | E: -1.0 | F: 0.0 | G: 2.0 | H: 96.0 | I: 106.0 | J: 94.0 | K: 91.0

> COc1cccc(C(=O)NC2CCN(C(=O)N3CCCCC3)CC2)c1
  A: 0.0 | B: -4.0 | C: 98.0 | D: 98.0 | E: -3.0 | F: 2.0 | G: 0.0 | H: 94.0 | I: 98.0 | J: 98.0 | K: 98.0

> CC(=O)N(Cc1ccc(Br)cc1)c1cccc(C)c1C
  A: -4.0 | B: -3.0 | C: 100.0 | D: 97.0 | E: -7.0 | F: -2.0 | G: 0.0 | H: 100.0 | I: 96.0 | J: 98.0 | K: 96.0

> O=C(NCCO)Nc1ccc2nc(-c3ccco3)c(-c3ccco3)nc2c1
  A: 43.0* | B: 8.0 | C: ? | D: ? | E: 29.0 | F: 13.0 | G: 19.0 | H: ? | I: ? | J: ? | K: ?

7 entries from above in a different format.
Compound	Bfl-1 Bim block	Bim-Bcl-B	Rac1 wt GTP bind	HRas wt GTP	Bim-Bcl-2	Bim-Bcl-XL	Bcl-W Bim block	Rab2A wt mod	Rab7 wt GTP bind	Cdc42 wt GTP	Rac1 mut GTP
O=C(Cn1cnc2ccccc2c1=O)Nc1nnc(SCc2ccccc2)s1	-1.0	0.0	98.0	102.0	0.0	0.0	-1.0	103.0	105.0	100.0	98.0
COc1ccc(C)cc1NC(=O)C(OC(=O)CNC(=O)c1cccc(F)c1)c1ccccc1 (stereo not given)	-10.0	-8.0	102.0	99.0	-8.0	-7.0	-1.0	100.0	97.0	97.0	100.0
Cc1c(C)n(C(=O)CN2CCN(c3ccccc3)CC2)c2ccccc12	-19.0	-12.0	101.0	99.0	-12.0	-9.0	-4.0	99.0	99.0	98.0	95.0
CSc1ncccc1C(=O)OCc1ccc(Br)cc1	-7.0	0.0	97.0	96.0	-1.0	0.0	2.0	96.0	106.0	94.0	91.0
COc1cccc(C(=O)NC2CCN(C(=O)N3CCCCC3)CC2)c1	0.0	-4.0	98.0	98.0	-3.0	2.0	0.0	94.0	98.0	98.0	98.0
CC(=O)N(Cc1ccc(Br)cc1)c1cccc(C)c1C	-4.0	-3.0	100.0	97.0	-7.0	-2.0	0.0	100.0	96.0	98.0	96.0
O=C(NCCO)Nc1ccc2nc(-c3ccco3)c(-c3ccco3)nc2c1	43.0*	8.0	?	?	29.0	13.0	19.0	?	?	?	?

(next part)
Order of values – Bfl-1 Bim block, Bim-Bcl-B, Rac1 wt GTP bind, HRas wt GTP, Bim-Bcl-2, Bim-Bcl-XL, Bcl-W Bim block, Rab2A wt mod, Rab7 wt GTP bind, Cdc42 wt GTP, Rac1 mut GTP
> Cc1cc(NC(=O)CSC2=NCCS2)no1
→ -10.0, -17.0, 109.0, 103.0, -11.0, -1.0, -3.0, 101.0, 101.0, 103.0, 97.0
> COCCCNC(=O)c1ccc(NC(C)=O)cc1
→ -1.0, -3.0, 98.0, 99.0, 2.0, -2.0, 1.0, 98.0, 102.0, 97.0, 97.0
> CCOCCCNC(=O)c1ccc2c(=O)n(CCCOCC)c(=S)[nH]c2c1
→ -3.0, -7.0, 106.0, 100.0, -5.0, -1.0, 0.0, 100.0, 97.0, 96.0, 98.0
> COc1cc(OC)cc(C(=O)NCC(=O)OCC(=O)c2cc(C)n(Cc3ccco3)c2C)c1
→ -4.0, -2.0, 99.0, 94.0, -1.0, -7.0, -2.0, 92.0, 93.0, 96.0, 95.0
> O=C(Nc1cccnc1)c1scc2c1OCCO2
→ -17.0, -7.0, 104.0, 100.0, -15.0, -8.0, -4.0, 101.0, 100.0, 103.0, 100.0
